Screening results deposited in PubChem BioAssay by several laboratories.
Runt-CBFb FRET = blocks binding of human RUNX1 Runt domain to CBFb. inhibition, % at 20 µM. AID 1496. Cerulean-Runt/Venus-CBFb FRET ratio 530/480, 1 h. Q01196+Q13951. 0.46% of 220,000 active;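 active means inhibition over about 50% at 20 µM in the single-dose screen, limit read from the data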;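 further: 0% = DMSO wells and 100% = excess unlabeled CBFb competitor control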
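Assay system: Cerulean-tagged RUNX1 Runt domain (FRET donor) fusion protein / Amount: 100 nM each of Venus-CBFb and Cerulean-Runt domain / Medium: Tris buffer pH 7.5 with salts and BSA / Also added: Venus-CBFb 100 nM / Schedule: 1 h complex formation plus 1 h compound treatment, room temperature / Signal: FRET fluorescence / Read-out: loss of energy transfer signal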
p97 ATPase inh = inhibitors of human p97 ATPase. P55072. inhibition, % at 8 µM. recombinant p97 ATPase, Kinase-Glo ATP luminescence, 3 h. 0.42% of 220,000 active; in the data active means inhibition above about 15%;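 further: 0% = DMSO vehicle and 100% = wells lacking enzyme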
Runt-SMMHC FRET = inhibitors of human RUNX1 Runt domain binding to CBFb-SMMHC | inhibition, % at 20 µM | Q01196+Q13951 | 0.74% of 220,000 active | Cerulean-Runt/Venus-CBFb-SMMHC FRET ratio 530/480, 1 h;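 active means mean inhibition across duplicate retests at 20 µM reaching about 50%, limit read from the data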;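 further: 0% = DMSO wells and 100% = wells with excess untagged CBFb-SMMHC; inhibitors lower the FRET ratio by blocking Runt binding to CBFb-SMMHC; some results filed as inactive read as strong as hits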
NPY-Y1 PAM-ag = potentiates or activates human NPY-Y1 receptor; NPY-Y1 expressing cells, potentiator/agonist activation; 0.37% of 220,000 active; activation, % at 3.6 µM; P25929; in the data active means activation above about 33%, passing the limit was not always enough;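 further: cells stimulated with NPY at EC10 then isoproterenol at EC100; 0% = low agonist plus stimulus and 100% = saturating agonist plus stimulus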
Target sequence (P25929 whole entry, looked up): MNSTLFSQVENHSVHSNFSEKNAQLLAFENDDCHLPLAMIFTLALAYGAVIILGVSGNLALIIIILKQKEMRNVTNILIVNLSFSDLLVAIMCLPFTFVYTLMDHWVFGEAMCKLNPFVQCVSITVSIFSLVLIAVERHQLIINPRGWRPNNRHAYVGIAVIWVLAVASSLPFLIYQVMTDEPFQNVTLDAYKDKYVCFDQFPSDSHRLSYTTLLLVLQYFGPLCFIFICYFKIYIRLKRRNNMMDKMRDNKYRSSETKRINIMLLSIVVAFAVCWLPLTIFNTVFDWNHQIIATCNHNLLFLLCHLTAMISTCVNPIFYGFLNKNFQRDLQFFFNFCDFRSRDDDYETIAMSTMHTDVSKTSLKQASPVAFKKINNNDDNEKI
Hck Nef HTS = inhibitors of human Hck kinase activated by Nef; inhibition, % at 20 µM; P08631; Recombinant Hck-YEEI plus Nef, Z-Lyte FRET kinase assay; 0.68% of 220,000 active;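 active means Hck-Nef kinase inhibition above about 50%, limit read from the data; inactive means inhibition below that limit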;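 further: 0% = DMSO with Hck plus Nef and 100% = Hck alone without Nef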
Target sequence (P08631 whole entry, looked up): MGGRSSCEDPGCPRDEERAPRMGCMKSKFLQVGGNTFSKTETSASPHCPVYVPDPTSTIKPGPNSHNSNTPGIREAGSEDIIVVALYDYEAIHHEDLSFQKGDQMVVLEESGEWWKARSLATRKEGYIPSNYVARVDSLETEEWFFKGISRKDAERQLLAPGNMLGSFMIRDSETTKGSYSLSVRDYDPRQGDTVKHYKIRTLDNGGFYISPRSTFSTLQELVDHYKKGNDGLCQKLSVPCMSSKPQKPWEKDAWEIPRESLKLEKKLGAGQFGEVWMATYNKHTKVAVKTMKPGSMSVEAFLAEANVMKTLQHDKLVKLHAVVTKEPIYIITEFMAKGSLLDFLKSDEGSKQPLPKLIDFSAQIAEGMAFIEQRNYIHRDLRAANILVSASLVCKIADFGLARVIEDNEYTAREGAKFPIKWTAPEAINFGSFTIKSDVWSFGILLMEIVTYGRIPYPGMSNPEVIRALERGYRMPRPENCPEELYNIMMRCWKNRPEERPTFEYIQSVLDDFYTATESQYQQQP
NPY Y1 blocker = NPY-Y1 (human) receptor antagonism; HEK293-CNG Y1 cells, membrane potential fluorescence; NPY at EC95, then isoproterenol; AID 1040; inhibition, % at 3.6 µM; 1% of 200,000 active; P25929;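 active means inhibition above the campaign mean inhibition of all tested compounds plus 3 SD, cut at about 20% in these data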;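 further: 0% = DMSO wells given NPY plus isoproterenol and 100% = isoproterenol alone without NPY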
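material = HEK293 cells with Y1 receptor plus CNG channel | also added = NPY 25 nM then isoproterenol 1 µM plus Ro 20-1724 25 µM | schedule = dye 3 h, compound 60 min room temperature, stimulation 45 min | measured by = membrane potential fluorescence | benchmarks = high control isoproterenol alone, low control NPY with isoproterenol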
RBBP9 inhibitor = inhibitors of human serine hydrolase RBBP9; O75884; recombinant RBBP9, FP-Rh probe fluorescence polarization; inhibition, % at 7.94 µM; 0.2% of 220,000 active;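 active means inhibition above the campaign mean of all tested compounds plus 3 SD, cut at about 14% in these data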;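 further: plate controls were DMSO wells with RBBP9 for no effect and wells lacking RBBP9 protein for full effect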
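Controls: DMSO-treated enzyme wells and wells lacking RBBP9 | Material: RBBP9 protein | Technique: Fluorescence polarization | Replication: Single well per compound, no replicates | Buffer or medium: Tris-NaCl-Pluronic buffer, pH 8.0 | Timing: 30 min compound preincubation, 45 min probe labeling, 25 °C | Read-out basis: Percent inhibition from mP, scaled between DMSO and no-protein wells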
NPY-Y2 PAM-ag = potentiators or agonists of human neuropeptide Y receptor Y2; P49146; cells expressing NPY-Y2, potentiator/agonist read-out; activation, % at 3.6 µM; 0.45% of 220,000 active; AID 1359; in the data active means activation above about 27%;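 further: cells stimulated with NPY near EC25 plus isoproterenol at EC100; 0% = vehicle plus submaximal agonist and 100% = vehicle plus saturating agonist; some results beyond the cut were filed as inactive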
Mdm2 ligase inh = blocks human Mdm2 ubiquitin ligase activity; Q00987; cell-based MDM2 ubiquitination luciferase reporter, 2 h; 0 = plate control, 100 = twice control, blank-subtracted; signal enhancement, % at 5 µM; 0.11% of 210,000 active; AID 1230;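 active means signal enhancement of 30% or more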;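 further: luminescence tracks abundance of the self-degrading MDM2-luciferase fusion protein; higher signal means inhibition of MDM2 E3 ligase activity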
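Timing – 2 h compound exposure at 37 °C · Assay system – mammalian cells stably expressing self-ubiquitinating, self-degrading MDM2 E3–luciferase fusion · Amount – 2000 cells seeded into each well · Measure – % luminescence enhancement versus blank-corrected plate control mean · Measured by – SteadyLite luminescence, 15 min reagent step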
Starred values were filed as active, the others as inactive; nt = no result given.

SMILES | Runt-CBFb FRET | p97 ATPase inh | Runt-SMMHC FRET | NPY-Y1 PAM-ag | Hck Nef HTS | NPY Y1 blocker | RBBP9 inhibitor | NPY-Y2 PAM-ag | Mdm2 ligase inh
CCN(CC)CCNC(=O)c1cccc(NC(=O)C(=O)c2ccccc2NC(C)=O)c1 | 2 | 3 | -1 | 5 | 16 | -1 | 3 | 5 | -7
O=S(=O)(NN1CCOCC1)c1ccc(Cl)s1 | -3 | 2 | 2 | 10 | 15 | -4 | 2 | -2 | -10
NC(=O)c1c(NC(=O)CSc2nnc(Cc3ccccc3)n2Cc2ccco2)sc2c1CCC2 | 1 | 6 | 6 | 15 | 2 | 1 | -6 | 0 | 8
CCc1ccc(NC(=O)c2sccc2-n2cccc2)cc1 | -2 | -3 | 2 | -25 | -1 | 7 | -3 | -21 | -17
O=S(=O)(c1cccs1)N1CN(Cc2cccs2)c2nc3ccccc3nc21 | 8 | 2 | 10 | -17 | 2 | 4 | -6 | -10 | -12
Cc1ccc(N=C(NO)c2nonc2N)c(C)c1 | -1 | 2 | 1 | -16 | 8 | 0 | -1 | 4 | -11
Cc1ccc(NS(=O)(=O)c2cccc(C(=O)OCC(=O)NCc3ccco3)c2)cc1 | 1 | -2 | -3 | 7 | -10 | 4 | 2 | -5 | -14
COC(=O)c1[nH]cnc1C(=O)c1ccccc1 | -1 | 11 | 1 | -11 | 1 | 2 | 3 | 7 | -8
CC(C)OC(=O)/C(C#N)=C/c1cn(C)c2ccccc12 | 0 | -5 | 13 | -21 | 42 | nt | -11 | -21 | -14
Cc1nnsc1C(=O)N1CCCC(C(=O)c2ccc(C(F)(F)F)cc2)C1 (centres undefined) | -4 | 0 | 3 | -14 | 4 | 5 | 3 | -14 | -7
COc1ccc(N2C(=O)[C@@H]3Cc4ccccc4CN3C2=O)cc1 | -2 | 2 | 2 | 0 | 1 | 0 | -4 | 4 | -19
COc1ccc(OC)c(NC(=O)CSc2nc3c(c(=O)n(C)c(=O)n3C)n2C)c1 | 0 | 0 | 4 | 2 | 0 | 4 | -6 | 1 | -14
CC1CN(C(=O)c2ccc(CNS(=O)(=O)c3cccc(C(F)(F)F)c3)cc2)CC(C)O1 (centres undefined) | -6 | 0 | 4 | -24 | 7 | 7 | -2 | 9 | -2
COC(CNC(=O)c1cccnc1)OC | 0 | 5 | -3 | 3 | 17 | -6 | 5 | 2 | 1
COc1ccc(C(N)CCc2ccc(C)o2)cc1 (centres undefined) | -5 | 11 | -7 | 2 | 2 | 2 | -6 | 6 | nt
CCOC(=O)c1ccc(COC(=O)CNS(=O)(=O)c2ccccc2)cc1 | 1 | 2 | 1 | 16 | 22 | 0 | 1 | -5 | -9
O=C1C2N=NN(CC(=O)N3N=C(c4ccccc4)CC3c3ccc([N+](=O)[O-])cc3)C2C(=O)N1c1ccccc1 (centres undefined) | -3 | 3 | -5 | -2 | -2 | 4 | -10 | -10 | -13
COCCCNC(=O)C(=O)N/N=C/c1ccc(OCC(=O)Nc2cccc(Cl)c2C)c(OC)c1 | -1 | 3 | 7 | 1 | 4 | -2 | 0 | 2 | -27
CCCn1cnc2cc(NCc3cccs3)ccc21 | 34 | 5 | 1 | 8 | 22 | nt | -6 | -3 | -10
CN(C)c1cc[n+](CC(=O)Nc2ccc(OC(F)F)cc2)cc1 | -7 | 7 | -2 | 12 | 0 | nt | 3 | 18 | -6
Cc1cc(NC(=O)CCC(=O)N(Cc2ccco2)C(C)(C)C(=O)NC2CCCCC2)no1 | -2 | 2 | 0 | 2 | 5 | -1 | -7 | 9 | -6
CCCc1c(C)nn(-c2ncccc2[N+](=O)[O-])c1C | -1 | 3 | -1 | 1 | -1 | -2 | -2 | 10 | -32
Cc1cc(C)c(NS(=O)(=O)c2cccc3cccnc23)c(C)c1 | -1 | 1 | 1 | -16 | 6 | 4 | -2 | 13 | -12
N#CCC(=O)N/N=C/c1ccc(OS(=O)(=O)c2ccccc2)cc1 | -2 | 4 | -2 | -23 | 0 | 2 | -10 | -7 | 8
CN(C)c1nc(Oc2ccc(N)cc2)nc(N(C)C)n1 | -1 | 3 | -1 | 8 | 1 | -4 | -2 | -6 | -12
Cn1cc(/C=N/Nc2ccccc2)c2ccccc21 | 1 | -5 | -5 | -2 | -1 | 2 | -9 | 1 | -12
O=C(c1cccnc1)N1C2CCC1CC(O)(c1ccc(F)cc1)C2 (centres undefined) | -2 | -2 | 2 | 9 | 0 | -3 | -6 | -4 | -9
Cc1cnn(-c2nc(-c3ccccc3)cc(-c3ccccc3)n2)c1 | -1 | -8 | 4 | -27 | 19 | 11 | 1 | -20 | -26
O=C(O)C(CC(=O)N1CCOCC1)NCc1ccccc1 (centres undefined) | nt | 2 | nt | 10 | 8 | 7 | -4 | 12 | nt
CCn1c(COc2ccc(C)cc2)nc2ccccc21 | 0 | -8 | -1 | -13 | 10 | 1 | -6 | -10 | 11
Cc1c(C(=O)O)oc2c3c(ccc12)OCCO3 | 1 | 5 | 4 | 0 | 6 | 4 | -2 | -9 | -3
CN1CCN(C(=O)/C(=C\c2cccs2)NC(=O)c2ccco2)CC1 | 0 | 5 | 1 | -12 | 0 | 3 | 0 | 5 | nt
CC(=O)c1sc(=S)n(-c2ccccc2)c1C | -3 | -2 | -1 | 5 | -4 | nt | -7 | 1 | -5
COc1ccc(CCNc2ncnc3cc(OC)c(OC)cc23)cc1OC | 3 | 3 | -5 | -12 | 31 | 8 | 3 | -3 | -25
COCCSc1nnc(NC(=O)c2ccc(OC)c([N+](=O)[O-])c2)s1 | -2 | -4 | -6 | -2 | 25 | 4 | -7 | -3 | -6
Cc1ccccc1N(CC(=O)NCCc1ccccc1)C(=O)c1ccc(N2CCCC2)nc1 | -3 | -2 | -4 | 7 | 0 | 1 | -5 | -23 | -15
O=C(COc1c(F)c(F)c(C(F)(F)F)c(F)c1F)Nc1ccc(N2CCOCC2)c(Cl)c1 | -3 | -7 | -2 | 4 | 0 | -4 | 9 | 9 | -3
COc1ccc(OC)c(/C=c2\sc3nc(-c4cccs4)nn3c2=O)c1 | -3 | 3 | -32 | -32 | 1 | 20* | 2 | -9 | -6
Cc1onc(-c2ccccc2)c1C(=O)Nc1nnc(N(C)Cc2ccccc2)s1 | 1 | -4 | -1 | -13 | -1 | 1 | -9 | -9 | 0
CC(C)(C)C(=O)Nc1cc(S(=O)(=O)Nc2ccc(Cl)cc2)ccc1Cl | -3 | -2 | -3 | -9 | 2 | -1 | -7 | -4 | -8
Cc1ccc2nc3c(cc(S(=O)(=O)c4ccccc4)c(=N)n3Cc3ccco3)c(=O)n2c1 | 19 | 6 | 92* | -7 | 37 | 2 | -10 | -5 | 7
Cc1ccc(C(=O)Nc2sc3c(c2C(=O)NCc2ccco2)CCCC3)cc1 | -1 | 2 | 7 | -16 | 27 | 9 | -1 | 12 | -9
CCCC(C)C(=O)Nc1nc(C)c(-c2csc(Nc3cc(Cl)ccc3C)n2)s1 (centres undefined) | 4 | 4 | 3 | -1 | -1 | 15 | 1 | -9 | -16
O=C(O)C1CC(=O)N(CCOc2ccccc2)C1 (centres undefined) | 0 | 8 | -3 | -29 | 1 | -1 | -4 | 13 | -7
COc1ccc(C2C(C(C)=O)=C(C)N=c3s/c(=C/c4ccc5c(c4)OCO5)c(=O)n32)cc1 (centres undefined) | -26 | 4 | -92 | 27 | -3 | 1 | -3 | -5 | -4
Cc1ccc(NC(=O)c2ccccc2F)cc1S(=O)(=O)N1CCCCCC1 | -1 | 4 | 0 | -4 | -7 | 3 | -8 | -5 | -15
CCOc1cc(C)c(Cl)cc1S(=O)(=O)n1nnc2ccccc21 | -1 | -10 | -1 | -22 | -13 | 5 | -6 | -17 | 0
CCOC(=O)C(CC(C)C)CP(=O)(O)CNC(=O)OCc1ccccc1 (centres undefined) | 0 | -5 | 1 | -6 | 0 | 3 | -6 | -15 | -21
Cc1ccc(NC(=S)N2CCCC(CO)C2)c(C)c1 (centres undefined) | 0 | 2 | 1 | 35 | -41 | 0 | 5 | 1 | 6
Cc1cccc(CN(CC(=O)N/N=C/c2cccs2)S(=O)(=O)c2ccc(Cl)cc2)c1 | 0 | 1 | -2 | -1 | -1 | 3 | -15 | -21 | -28
C=CCn1cn[nH]c1=S | 4 | 1 | -5 | -12 | 4 | -4 | -2 | -5 | -11
COc1ccccc1CNC(=O)COC(=O)/C=C/c1cccs1 | 2 | 0 | -1 | -34 | 1 | 4 | -7 | -7 | -8
CCC(=O)/C=C1/Sc2ccccc2N1CC | 55* | 0 | 44 | -10 | 6 | -3 | -4 | -4 | -11
O=C(CN1CCOCC1)NN=C(c1ccccc1)c1ccccc1 | -2 | -2 | 0 | -4 | -10 | 0 | 3 | -17 | 2
CCN(CC)c1ccc(Nc2nc(N3CCOCC3)c3ccccc3n2)cc1 | 27 | 2 | 12 | 32 | -11 | 1 | -1 | 18 | -24
COc1cccc(/C(O)=C2/C(=O)C(=O)N(c3ccccn3)C2c2ccc(OC)c(OC)c2)c1 (centres undefined) | -2 | -1 | -13 | 6 | 0 | 7 | -8 | -13 | -4
NC(=S)NC1CC2CC1C1C=CCC21 (centres undefined) | 0 | 8 | -4 | 3 | 15 | nt | -5 | 4 | -8
Cc1ccc(Cn2nc(C)c(NC(=O)C3(C)CC3(Br)Br)c2C)cc1 (centres undefined) | -2 | -1 | 3 | 10 | 0 | -2 | -9 | -6 | -1
Cc1oc(C(N)=O)nc1-c1ccccc1 | 0 | -3 | 0 | 11 | 7 | nt | 0 | 6 | -4
COc1ccc(N(CC(=O)Nc2cccc(N(C)S(C)(=O)=O)c2)S(=O)(=O)c2ccc(C)cc2)cc1 | 2 | -1 | -3 | 9 | -7 | -5 | -7 | 7 | -10
CCn1c(CCNC(=O)c2ccc(OC)cc2)nnc1SCc1ccc(Cl)c(Cl)c1 | -7 | 2 | -1 | -2 | 4 | 3 | -7 | -8 | 3
